Screening results: PubChem, The Scripps Research Institute Molecular Screening Center
FBW7 act: activators of human E3 ligase FBW7 | Q969H0 | hit rate 0.13% among 650,000 | normalized activity (activation), % at 26.1 µM | AlphaScreen FBW7–phospho-cyclin E peptide binding, activator screen; in the data active means normalized activity above about 1.9%;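 further: purified mutant Fbw7 with reduced substrate affinity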
MITF primary: blocks human microphthalmia-associated transcription factor; O75030; AlphaScreen MITF homodimerization, bead proximity signal; inhibition, % at 2.6 µM; hit rate 0.91% among 650,000; AID 1259374; in the data active means inhibition above about 50%;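 further: 0% = vehicle wells with protein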
Target sequence (O75030 whole entry, looked up): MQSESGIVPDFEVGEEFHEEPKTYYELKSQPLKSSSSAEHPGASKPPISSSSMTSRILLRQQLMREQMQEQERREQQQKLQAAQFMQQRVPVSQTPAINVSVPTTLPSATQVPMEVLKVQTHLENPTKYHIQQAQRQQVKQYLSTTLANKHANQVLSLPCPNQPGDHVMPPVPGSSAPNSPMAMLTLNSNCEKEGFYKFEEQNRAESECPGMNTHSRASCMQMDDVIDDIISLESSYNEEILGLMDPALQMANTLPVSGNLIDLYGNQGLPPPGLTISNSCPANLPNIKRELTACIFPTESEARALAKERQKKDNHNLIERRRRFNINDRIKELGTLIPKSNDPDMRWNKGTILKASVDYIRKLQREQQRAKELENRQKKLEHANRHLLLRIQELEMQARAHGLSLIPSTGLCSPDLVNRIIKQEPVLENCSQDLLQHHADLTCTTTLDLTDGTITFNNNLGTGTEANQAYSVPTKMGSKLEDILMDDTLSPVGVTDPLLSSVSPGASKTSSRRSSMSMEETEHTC
GPR151 activ: human GPR151 activation; hit rate 1% among 650,000; activation, % at 11.2 µM; PathHunter beta-arrestin GPR151 cells, luminescence; in the data active means activation above about 4.9%;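 further: 0% = median of compound wells and 100% = cells with positive control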
Target sequence (Q8TDV0 whole entry, looked up): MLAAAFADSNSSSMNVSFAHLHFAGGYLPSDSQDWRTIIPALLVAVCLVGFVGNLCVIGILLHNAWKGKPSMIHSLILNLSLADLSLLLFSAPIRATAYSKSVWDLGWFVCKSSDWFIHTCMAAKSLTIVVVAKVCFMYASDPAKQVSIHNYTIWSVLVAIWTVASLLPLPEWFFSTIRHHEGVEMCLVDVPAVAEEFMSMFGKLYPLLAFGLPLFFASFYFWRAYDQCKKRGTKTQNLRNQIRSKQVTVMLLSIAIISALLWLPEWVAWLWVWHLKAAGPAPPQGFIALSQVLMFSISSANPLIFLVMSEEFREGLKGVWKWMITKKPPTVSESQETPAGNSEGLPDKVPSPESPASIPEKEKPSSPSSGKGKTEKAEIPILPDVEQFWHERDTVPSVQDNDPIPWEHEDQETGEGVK
TEAD-YAP block: TEAD-YAP interaction inhibition; HEK-TIYL cells, TEAD-Gal4/YAP UAS-luciferase luminescence; inhibition, % at 9.12 µM; hit rate 1.4% among 640,000; in the data active means inhibition above about 32%;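 further: 0% = median of test compound wells and 100% = reference inhibitor wells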
Active calls of the source: *; & = joins results of further samples.

structure	FBW7 act	MITF primary	GPR151 activ	TEAD-YAP block
CCOC(=O)N1CCN(C(=O)c2ccc3c(c2)[nH]c(=S)n2c4ccccc4nc32)CC1	0.1	3	-1.2	-5
CC1CCCC2(C1)NC(=S)N(c1ccc(Cl)cc1)N2 (stereo not drawn)	0.0	-1	0.3	-8
CC(C)=CCCC1=CCC(C2Nc3ccccc3-c3nnc(SCc4ccc(C)cc4)nc3O2)C(C)C1 (stereo not drawn)	0.0	-2	1.1	10
COCCOC(=O)C1=C(C)NC(=S)NC1c1ccc2c(c1)OCO2 (stereo not drawn)	-0.2	7	0.4	11
COc1ccc(OCCn2ccnc2)cc1	1.1	18	-1.2	12
N[C@H](c1ccc(F)cc1)c1nc2cc(-c3ccncc3)cnc2s1	0.0	-1	-1.5	-4
CCOC(=O)c1c(-c2ccc(C(C)C)cc2)csc1NC(=O)CN1CC(C)OC(C)C1 (stereo not drawn)	0.1	-15	3.0	-11
COC(=O)[C@H](Cc1ccccc1)NC(=O)c1ncccc1Oc1nc(OC)cc(OC)n1	-0.1	16	0.5	0
O=C(NCC1(c2ccccc2)CCCC1)C1CC12CCN(C(=O)Cn1ccnc1)CC2 (stereo not drawn)	-0.1	-3	2.3	0
COCCNc1ncnc2c1cnn2-c1cccc(C)c1	0.3	13	-0.2	-22
COc1ccc(OC)c(C2NC(=O)NC(C)=C2C(=O)Nc2ccccc2C)c1 (stereo not drawn)	0.1	8	-1.5	-4
CCOc1ccc(N(C)C(=O)c2cc(S(=O)(=O)N3CCc4ccccc43)ccc2F)cc1	0.0	16	0.4	7
COc1ccccc1NC(=O)Nc1nnc(CSc2ccc(Cl)cc2)s1	0.0	12	4.4	8
CN(CC(=O)NCCC1=CCCCC1)S(=O)(=O)c1ccc2ccccc2c1	0.1	-16	0.5	-4
CCCNC(=O)N1CCC2(CC1)CC(=O)c1cc(C)ccc1O2	-0.1	12	0.2&0.3	5
COc1ccc(-c2csc(NC(=O)c3ccc(C)cc3)n2)cc1OC	0.1	7	1.3	-21
COc1ccc(CNC(=O)c2coc(=O)c3ccccc23)c(OC)c1	0.1	8	-0.1	8
O=C(Nc1ccccc1OC(F)F)c1cccnc1	0.2	11	0.1	1
Cc1cc2c(OCC(CNC(C)(C)C)OC(=O)c3ccccc3)cccc2[nH]1 (stereo not drawn)	0.3	5	-0.6	8
O=C(CC1C(=O)NCCN1CCc1ccccc1)NCCC1=CCCCC1 (stereo not drawn)	-0.2	6	-0.2	7
CCOC(=O)c1ccccc1NC(=O)c1cc2c(=O)oc3ccccc3c2s1	0.1	5	0.0	0
COc1ccc(C(=O)Nc2ccc(Cl)cc2C(=O)NCCCCO)cc1OC	0.0	17	-1.7	8
Cc1cc2c(c(=O)n1CC1CCCO1)C(c1cccs1)C(C#N)=C(N)O2 (stereo not drawn)	0.2	15	-0.8	0
CCC1C(=O)NCCN1Cc1ccc2c(c1)CN(Cc1ccc3ncccc3c1)CCO2 (stereo not drawn)	-0.1	6	-0.7	15
COc1ccc(/C=C/C(=O)c2ccc(O)cc2)cc1OC	0.2	5	-2.2	-7
Cc1ccc(-n2cc(CN3CCN4C(=O)[C@H](CCCCN)NC(=O)[C@H]4C3)cn2)cc1	0.0	1	0.0	-9
COc1ccc(CCNC(=O)CSc2nc3ccccc3c3nc(-c4cccc([N+](=O)[O-])c4)nn23)cc1OC	-0.1	4	0.7	4
COCCCNC(=O)CN1C(=O)C(C(C)C)Oc2ccc(C)cc21 (stereo not drawn)	0.0	2	6.1*	4
Cc1nn(C)cc1C(=O)Nc1ccc(F)c(F)c1F	0.0	-6	-0.5	-24
CCOc1ccc(-n2cc(-c3ccccc3)c3c(N4CCN(c5ccccc5OC)CC4)ncnc32)cc1	0.1	-10	0.7	4

Retrieved by compound from above (three):
structure	FBW7 act	MITF primary	GPR151 activ	TEAD-YAP block
CC1CCCC2(C1)NC(=S)N(c1ccc(Cl)cc1)N2 (stereo not drawn)	0.0	-1	0.3	-8
CCOC(=O)c1c(-c2ccc(C(C)C)cc2)csc1NC(=O)CN1CC(C)OC(C)C1 (stereo not drawn)	0.1	-15	3.0	-11
COc1ccc(OC)c(C2NC(=O)NC(C)=C2C(=O)Nc2ccccc2C)c1 (stereo not drawn)	0.1	8	-1.5	-4

Further results.
structure	FBW7 act	MITF primary	GPR151 activ	TEAD-YAP block
Cc1ccc(Cl)cc1NC(=O)c1coc(NC(=O)c2ccccc2)n1	0.2	6	-1.7	-4
CC1CCN(S(=O)(=O)c2ccc3[nH]c(=O)cc(C(=O)O)c3c2)CC1	0.1	2	0.3	-1
Cc1ccc2[nH]c(=O)c(CN(CCO)C(=O)c3ccccc3F)cc2c1	-0.1	-6	1.1	13
CC(=O)Nc1ccc(NC(=O)C(C)OC(=O)c2ccc(O)cc2)cc1 (stereo not drawn)	-0.1	3	0.3	-6
COC(=O)c1c(NC(=O)c2cccnc2)sc(C(=O)N(C)C)c1C	-0.1	2	0.4	3
CCOC(=O)c1cnc2c(c(C)nn2-c2ccc(C)cc2)c1NCCN1CCOCC1	0.0	-1	0.5	4
Cc1cccc(N(C)S(=O)(=O)c2ccc3[nH]cc(C(=O)NCCC4=CCCCC4)c(=O)c3c2)c1	0.0	0	-1.3	-9
Cc1ccccc1C(=O)Nc1ccccc1NC(=O)Nc1ccc2c(c1)OCO2	-0.2	-4	1.6	-7
CN(C)S(=O)(=O)c1ccc2nnn(OCc3cc([N+](=O)[O-])cc4c3OCOC4)c2c1	0.0	4	-0.8	3
CCOC(=O)c1ccc(NC(=O)c2ccccc2Br)cc1	0.0	11	-0.7	-54
CCc1ccc(N/C(SC)=C(/C#N)C(N)=O)cc1	0.6	17	-2.1	22
Cc1ccc(S(=O)(=O)NCC(=O)OCC#N)cc1	0.0	5	2.2	2
CNC(=O)c1c(NC(=O)c2ccccc2Cl)sc2c1CCCCC2	0.0	-4	-0.5	4
Nc1c(C(=O)NC2CCCCC2)nsc1C(=O)OCC(=O)NC1CCCCC1	-0.1	-5	0.3	-10
O=C(Cc1ccccn1)N1CCCC(c2nc(N3CCOCC3)ncc2-c2ccncc2)C1 (stereo not drawn)	-0.1	6	0.8	2
CCCN(CCC)c1ncnc2c1c(-c1ccccc1)cn2-c1ccc(Br)cc1	0.2	13	-0.3	3
O=C(NC1CCCCCC1)c1ccc([N+](=O)[O-])cc1	0.8	18	-1.4	-23
CC(=O)Nc1ccc2nc(NC(=O)CCOc3ccccc3)sc2c1	0.3	6	-1.2	3
COc1ccc(-c2nc(NC(=O)c3nc4nc(C)cc(C)n4n3)sc2C)cc1	0.2	-6	-1.1	-2
CC(Oc1ccc(Cl)cc1Cl)C(=O)NNC(=O)C(=O)N1CCCCC1 (stereo not drawn)	0.0	0	-0.2	-1
O=[N+]([O-])c1ccccc1S(=O)(=O)Nc1cccc2ccccc12	-0.1	1	-0.1	4
COc1ccc(-c2noc(COc3ccc4c(c3)OCO4)n2)cc1OC	-0.1	-1	0.9	5
COc1ccc2nc(NC(=O)c3ccc(-c4ccc(Cl)cc4)o3)sc2c1	-0.1	-4	1.0	-12
O=C1NC(c2ccc(OC(F)F)cc2)C(C(=O)c2ccccc2)C(O)(C(F)(F)F)N1 (stereo not drawn)	-0.2	3	0.3	4
O=C(CN1C(=O)c2ccccc2C1=O)Oc1ccc2nc(N3CCCCC3)sc2c1	0.0	-6	-0.1	-44
COc1ccc(Cl)cc1NC(=S)N(Cc1cccs1)C1CCCC1	-0.2	1	0.5	4
COc1ccc(N2C(=O)CC(N3CCN(Cc4ccccc4)CC3)C2=O)cc1 (stereo not drawn)	0.5	13	0.2	-8
CCN(c1ccccc1)S(=O)(=O)c1ccc(=O)[nH]c1	1.0	13	6.3*	10
O=C(NCc1ccc(Cl)cc1)c1ccc(CNc2c(N3CCCCC3)c(=O)c2=O)cc1	0.7	7	4.2	8
O=C1c2ccccc2C(Nc2ccccc2F)N1c1ccccn1 (stereo not drawn)	-0.2	-2	0.8	-1
NNC(=O)c1cn(-c2ccccc2)nc1-c1ccc(Cl)cc1	0.0	-2	3.3	0
CCc1nn(CC(=O)N(C)CCCc2ccco2)c(=O)c2cc3occc3n12	0.1	9	0.9	-8
CCOC(=O)C1=C(C)N=c2s/c(=C\c3ccc(-c4ccc(F)cc4)o3)c(=O)n2C1c1ccc(Cl)cc1 (stereo not drawn)	0.0	1	-0.7	-1
CC(=O)CSc1nnnn1-c1ccc(Cl)cc1	0.1	-2	2.9	-5
CCOC(=O)c1c(NC(=O)c2cccc(F)c2)sc(C(=O)Nc2cccc(OC)c2)c1C	-0.3	0	1.5	12
CC(OC(=O)CN1C(=O)COc2ccccc21)C(=O)NCc1ccc(F)cc1 (stereo not drawn)	0.0	12	1.6	1
O=C1CSC(c2ccc([N+](=O)[O-])cc2)N1c1cccc(F)c1 (stereo not drawn)	0.1	8	0.7	13
CC(=O)N1CCc2c([nH]c3ccccc23)C12CCCN(CCCOCc1ccccc1)C2 (stereo not drawn)	-0.5	0	-0.1	-9
COc1cccc(N2CC(C(=O)OCC(=O)c3ccc(Cl)cc3Cl)CC2=O)c1 (stereo not drawn)	0.1	-7	-0.5	6
CN(CC(N)=O)S(=O)(=O)c1ccc(Cl)cc1	-0.1	11	-0.1	-5
Cc1ccc2nc3c(cc(C(=O)NCc4cccnc4)c(=N)n3C(C)C)c(=O)n2c1	0.0	13	1.5	3
Cc1ccc(CNC(=O)CSc2nc(NCCc3ccccc3)c3ccccc3n2)cc1	-0.1	-2	0.7	3
COc1ccccc1-c1ocnc1C(=O)NCc1cccnc1	0.2	2	0.6	-2
O=C(NCCCN1CCOCC1)C1CCC(=O)N1C1CCCCC1 (stereo not drawn)	0.0	1	-0.3	3
CC1=C(C(=O)OC(C)C)C(c2ccco2)C2=C(CC(C)(C)CC2=O)N1 (stereo not drawn)	0.0&-0.1	-3&1	-0.6&-0.2	-7&-3
Cc1ncccc1C(=O)NC(c1ccc(F)c(F)c1)c1nccn1C (stereo not drawn)	-0.2	5	0.7	13
O=C1CCCN1CCn1cnc2c(NCCOc3ccccc3)nc(N3CCOCC3)nc21	0.2	4	1.2	1
C/C(=C1/N=C(c2ccccc2)OC1=O)c1cccc([N+](=O)[O-])c1	0.1	12	1.5	0
COc1ccc2nc(NC(=O)CCSc3ccccc3)sc2c1	0.6	15	-0.6	-11
CCOc1ccc(NC(=O)C2=C(C)NC(=O)NC2c2ccc(Cl)c([N+](=O)[O-])c2)cc1 (stereo not drawn)	0.1	0	0.1	5
CCOc1ccc(N(CC(=O)Nc2ccc(Cl)cc2Cl)S(C)(=O)=O)cc1	0.2	20	-0.3	0
CCOc1ccccc1NC(=O)c1c(NCc2ccncc2)sc2c1CCC(C)C2 (stereo not drawn)	0.6	14	-0.1	11
Cc1c(C(=O)N2CCOCC2)sc2nc(SCC(=O)c3ccccc3)n(CCc3ccccc3)c(=O)c12	0.7	21	-0.1	1
O=C(CN(c1cc(Cl)ccc1Cl)S(=O)(=O)c1ccccc1)N1CCOCC1	-0.1	-7	-0.1	1
CCOC(=O)CSc1nc2ccccc2n1CC(=O)N1CCC(C)CC1	-0.1	9	0.5	5
O=C(O)c1cccc(-n2cccc2/C=C2/NC(=O)N(Cc3ccccc3F)C2=O)c1	0.1	7	-0.4	0
c1ccc(CCc2nn3c(-c4ccccc4)nnc3s2)cc1	0.0	0	0.3	-8
CCOC(=O)C1C(c2ccccc2)NC(=O)NC1(O)C(F)(F)F (stereo not drawn)	0.4	16	0.7	4
O=C(Oc1ccc(Cl)cc1Cl)C(c1ccccc1)c1ccccc1	0.1	5	0.0	5
CCCOc1ccc(-c2nc(N3CCC(C)CC3)c3ccccc3n2)cc1	0.0	10	-0.6	4

The list goes on.
structure	FBW7 act	MITF primary	GPR151 activ	TEAD-YAP block
CCOC(=O)N1CCC(NC(=O)CSCc2nc(-c3ccc(OC)cc3)oc2C)CC1	-0.1	4	-0.7	-4
CC(=O)c1ccc(Nc2nccc(-c3cccc(NS(C)(=O)=O)c3)n2)cc1	0.6	7	-1.1	82*
Cc1cc(/C=N/Nc2nc3ccccc3s2)c(C)n1C1CC1	-0.1	16	-0.7	57*
COc1ccc(NC(=O)N2CCCC2c2nc3ccccc3[nH]2)cc1 (stereo not drawn)	-0.2	-5	-0.6	2
COc1ccc(-c2nnc(SCc3c(C)noc3C)n2CC2CCCO2)cc1 (stereo not drawn)	0.2	-12	-2.2	-2
COc1cccc(N/C(SCc2ccccc2F)=C(/C#N)C(=O)NCc2cccs2)c1	0.8	12	-0.6	12
CCOC(=O)N1CCN(C(=S)Nc2ccc(F)cc2)CC1	0.0	0	-0.6	2

One compound at a time (already shown). Order of values: FBW7 act	MITF primary	GPR151 activ	TEAD-YAP block
Profile of O=[N+]([O-])c1ccccc1S(=O)(=O)Nc1cccc2ccccc12 → -0.1	1	-0.1	4
Profile of Cc1ccc2[nH]c(=O)c(CN(CCO)C(=O)c3ccccc3F)cc2c1 → -0.1	-6	1.1	13
Profile of Cc1cc(/C=N/Nc2nc3ccccc3s2)c(C)n1C1CC1 → -0.1	16	-0.7	57*
Profile of CC(OC(=O)CN1C(=O)COc2ccccc21)C(=O)NCc1ccc(F)cc1 (stereo not drawn) → 0.0	12	1.6	1
Profile of O=C(NC1CCCCCC1)c1ccc([N+](=O)[O-])cc1 → 0.8	18	-1.4	-23
